# Source: PubChem BioAssay (National Center for Advancing Translational Sciences (NCATS))
# FEN1 inh: qHTS Assay for the Inhibitors of Human Flap endonuclease 1 (FEN1); P39748; Recombinant FEN1 flap cleavage, fluorescence, 15 min; Potency, µM (series often up to 114 µM), for inactives: at the top dose activity change, negative = inhibition, actives largely listed as inhibitors; 0.35% of 390,000 active; note: nearly all actives have a fitted effect of over 65% in size
# Target sequence (P39748 whole entry, looked up): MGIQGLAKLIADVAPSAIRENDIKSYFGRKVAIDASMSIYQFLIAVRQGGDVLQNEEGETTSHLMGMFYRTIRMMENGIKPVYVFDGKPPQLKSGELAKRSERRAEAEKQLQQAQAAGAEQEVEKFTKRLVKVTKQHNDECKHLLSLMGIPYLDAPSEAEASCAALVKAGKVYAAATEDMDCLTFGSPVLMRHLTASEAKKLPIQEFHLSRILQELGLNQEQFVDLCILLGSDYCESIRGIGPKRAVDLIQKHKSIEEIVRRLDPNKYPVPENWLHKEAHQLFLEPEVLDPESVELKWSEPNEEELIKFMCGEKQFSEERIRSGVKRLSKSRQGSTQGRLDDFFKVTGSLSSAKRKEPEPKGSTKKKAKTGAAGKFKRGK
#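 With each library titrated from low to high concentration, compounds met 10 nM FEN1 for 15 min at room temperature before 50 nM substrate was added; readings at 0 and 15 min fed four-parameter Hill curve fits.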
# KAT2A inh: qHTS Assay for Inhibitors of GCN5L2; GCN5L2 HAT assay, ThioGlo1 CoA-SH fluorescence; Potency, µM (doses to about 58.9 µM), for the others: top-dose activity change, negative = inhibition, actives largely listed as inhibitors; 0.21% of 390,000 active
#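 GCN5L2 (20nM final) in 50mM HEPES, 0.1mM EDTA pH 7.5, 0.01% Tween-20 was preincubated 15 min at room temperature with compound, then given ThioGlo1 (50uM), H3(1-25) peptide (75uM) and acetyl-CoA (70uM); CoA-thiol fluorescence (Ex340/Em540) was read at 0 and 20 min.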
# TDP1 cell CPT: qHTS for Inhibitors of human tyrosyl-DNA phosphodiesterase 1 (TDP1): qHTS in cells in presence of CPT. chicken DT40 Tdp1-/-;hTDP1 cells + 20 nM CPT, ATP luminescence, 48 h. AID 686979, 2013. 12% of 420,000 active. Potency, µM (series often up to 46.2 µM), for inactives: at the highest dose activity change, negative = growth inhibition, usual class: inhibitors; note: nearly all actives have a fitted effect of over 55% in size
#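 Cell growth measured by CellTiter-Glo luminescence after a minimum 48 h, 37 C compound exposure with 20 nM CPT in Tdp1-knockout DT40 cells stably expressing hTDP1, seeded 400/well; qHTS titration format.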
# * marks the source's active call; other numbers are inactive results; ? = inconclusive; . = not tested or not shown; & = joins results of further samples; [ ] = another dose, or the depositor's remark. Calls come from the whole dose curve; as a rule, active = well fitted curve in the direction sought with a large enough effect; inconclusive = small, poorly fitted or top-dose-only effect, or another doubt; inactive = no such curve, though single readings can be large; an effect the other way counts as inactive or inconclusive. % is set by controls: 0 for no effect and ±100 for the full control effect; potency is the fitted concentration of half-maximal effect. This is a subset. The share of hits here may be higher or lower than overall.
smiles,FEN1 inh,KAT2A inh,TDP1 cell CPT
CCN(C(=O)c1ccc(S(=O)(=O)N2CCC(C)CC2)cc1)C1CCS(=O)(=O)C1 (stereo unspecified),0.0%,-4.7%,-17.8%
CN1CCN(c2nc(Nc3cccc(C(F)(F)F)c3)nc(N3CCOCC3)n2)CC1,-6.1%,-2.4%,?
CCOC(=O)C1Oc2ccccc2C(c2ccc(F)cc2)=C1C(=O)OC (stereo unspecified),-15.9%,-9.0%,-8.6%
C=CCn1c(SCC(=O)c2cc(C)n(CCOC)c2C)nc2sc(C)c(C)c2c1=O,-0.9%,3.2%,?
COc1ccc(C2(CNC(=O)c3ccc(OC)c([N+](=O)[O-])c3)CCCCC2)cc1OC,-16.0%,-4.2%,?
CC(=O)Nc1ccc2c(c1)nc1n2CCSC1,1.6%,-10.3%,-7.8%
On1cnnc1-c1ccccc1,18.6%,3.2%,-1.5%
NS(=O)(=O)c1cccc(NC(=O)CSc2nnc(-c3ccncc3)n2C2CC2)c1,0.8%,-2.8%,-3.0%
O=C(NCc1ccco1)c1ccccc1Nc1ccc(F)cc1,0.6%,-18.6%,?
Cc1nc(-c2ccccc2)sc1-c1ccnn1C,-19.8%,2.7%,?
O=C(/C=C/c1ccc(Br)cc1)Nc1ccc(S(=O)(=O)Nc2ncccn2)cc1,-7.7%,2.3%,-1.8%
CCN(CC)C(=O)CSc1ncccc1-c1nc2ccccc2[nH]1,16.7%,-0.7%,-19.7%
O=S1(=O)CC2SC(=S)N(c3ccccc3)C2C1 (stereo unspecified),17.5%,-9.2%,-5.6%
CCCSC1=C(C#N)C2(CCCCC2)C(C#N)=C(N)N1,-7.2%,-13.1%,?
COc1ccccc1NC(=O)C1C2CCCCC21 (stereo unspecified),-2.2%,-0.4%,-7.3%
CCc1cccc(C)c1NC(=O)C1C2CCC(O2)C1C(=O)O (stereo unspecified),-0.6%,0.3%,7.0%
CCOC(=O)COc1cc2oc(=O)cc(C)c2cc1[N+](=O)[O-],-12.4%,-5.1%,-3.7%
CC(C)(C)c1ccc(S(=O)(=O)N2CCC(Oc3ccc(-n4cnnn4)cc3)CC2)cc1,-11.4%,-4.3%,?
COc1ccc(-n2nc([N+](=O)[O-])c(=NCc3ccc4c(c3)OCO4)n2O)cc1,1.3%,1.1%,?
Cn1nnnc1SCc1ccc(C(=O)Nc2nccs2)cc1,-4.5%,-5.3%,-0.5%

# Some of these compounds in order of count of non-hydrogen atoms, highest first.
smiles,FEN1 inh,KAT2A inh,TDP1 cell CPT
CC(C)(C)c1ccc(S(=O)(=O)N2CCC(Oc3ccc(-n4cnnn4)cc3)CC2)cc1,-11.4%,-4.3%,?
C=CCn1c(SCC(=O)c2cc(C)n(CCOC)c2C)nc2sc(C)c(C)c2c1=O,-0.9%,3.2%,?
NS(=O)(=O)c1cccc(NC(=O)CSc2nnc(-c3ccncc3)n2C2CC2)c1,0.8%,-2.8%,-3.0%
CCN(C(=O)c1ccc(S(=O)(=O)N2CCC(C)CC2)cc1)C1CCS(=O)(=O)C1 (stereo unspecified),0.0%,-4.7%,-17.8%
CCOC(=O)C1Oc2ccccc2C(c2ccc(F)cc2)=C1C(=O)OC (stereo unspecified),-15.9%,-9.0%,-8.6%
CCN(CC)C(=O)CSc1ncccc1-c1nc2ccccc2[nH]1,16.7%,-0.7%,-19.7%
O=C(NCc1ccco1)c1ccccc1Nc1ccc(F)cc1,0.6%,-18.6%,?
Cn1nnnc1SCc1ccc(C(=O)Nc2nccs2)cc1,-4.5%,-5.3%,-0.5%
CCCSC1=C(C#N)C2(CCCCC2)C(C#N)=C(N)N1,-7.2%,-13.1%,?
Cc1nc(-c2ccccc2)sc1-c1ccnn1C,-19.8%,2.7%,?
CC(=O)Nc1ccc2c(c1)nc1n2CCSC1,1.6%,-10.3%,-7.8%
On1cnnc1-c1ccccc1,18.6%,3.2%,-1.5%

# Next part:
smiles,FEN1 inh,KAT2A inh,TDP1 cell CPT
COc1cc(OC)cc(C(=O)NC(=S)NNC(=O)[C@H]2C[C@@H]2c2ccccc2)c1,-8.6%,-2.7%,?
COc1cc2[nH]c(=O)n(CCCC(=O)NCc3ccccc3)c(=O)c2cc1OC,15.9%,-3.2%,-11.4%
Cc1ccc(OCCN2CCN(C(=O)CCC(=O)Nc3nnc(CC(C)C)s3)CC2)cc1,5.8%,-10.2%,?
CCC(C(=O)Nc1ccncc1)c1ccccc1 (stereo unspecified),-0.9%,-1.0%,?
COc1ccc(-c2cc(C(=O)NCCCN3CCCC3=O)c3ccccc3n2)cc1OC,-13.7%,2.1%,-21.6%
CCSc1cc(N2CCCC2)nc(-c2ccc(Cl)cc2)n1,-3.8%,-3.9%,?
Cc1nn(C)c(C)c1CNC(=O)Nc1ccc(Cl)cc1,3.2%,0.2%,-19.9%
Nc1nc(-c2ccccc2)nc(-c2ccccc2O)n1,-15.0%,.,?
COc1ccc(NS(=O)(=O)c2ccc(C(=O)N3CCN(Cc4ccccc4)CC3)cc2)cc1,-7.3%,-6.4%,11.6µM*
Cn1cnc([N+](=O)[O-])c1Sc1ccc(C(C)(C)C)cc1,-1.7%,-7.4%,?
CN(C)c1nc(N)c([N+](=O)[O-])c(NCc2ccccc2)n1,-6.9%,-1.1%,-17.2%
O=C(O)c1cc2sccc2s1,0.5%,-0.9%,-9.4%
CCOC(=O)C1=C(COC(=O)CNS(=O)(=O)c2ccc(NC(C)=O)cc2)NC(=O)NC1C (stereo unspecified),4.4%,.,-22.8%
COC(=O)[C@@H]1[C@@H](C)N(Cc2ccccc2)C(=O)N[C@H]1c1ccccc1,-8.2%,.,-4.9%
Cc1[nH]n(-c2ccccc2)c(=O)c1C=Nc1cnc2ccccc2c1,16.6%,-2.6%,?
CCc1ccc(NC(=O)Nc2ccc3c(c2)N(C)C(=O)CS3)cc1,-31.8%,-11.6%,?
Cc1cccc(C(=O)NCCNC(=O)c2cccc(C)c2)c1,1.1%,0.2%,-17.5%
COc1ccc(NC(=O)C2CCCN2S(=O)(=O)c2ccc(C)cc2)cc1 (stereo unspecified),0.7%,-4.4%[0.501 µM],-24.5%
Cc1cc(NC(=O)c2cccc(Br)c2)n[nH]1,-11.3%,-2.1%,0.6%
O=C(CSc1ccccn1)N1CCN(C(=O)CSc2ccccn2)CC1,-8.7%,-5.1%,4.9%

# Next section:
smiles,FEN1 inh,KAT2A inh,TDP1 cell CPT
COC(=O)c1c(SCC(=O)Nc2ccc(C)c(C)c2)nc(=O)[nH]c1C,14.5%,28.1%,-20.2%
NS(=O)(=O)c1ccc(CCNS(=O)(=O)Cc2ccc(Cl)cc2)cc1,19.3%,-13.2%,5.4%
Cc1cc(C)n(-c2nc(C)c(C)c(=O)n2CC(=O)Nc2cccc([N+](=O)[O-])c2)n1,2.5%,2.2%,?
Cc1cc(OC(=O)c2ccc(C(F)(F)F)cc2)c([N+](=O)[O-])c(=O)[nH]1,6.5%,-6.2%,5.1%
COc1cccc(C(=O)OCC(=O)c2c(N)n(C)c(=O)n(C)c2=O)c1,-16.6%,0.3%,5.1%
c1ccc(Cc2nnc3sc(-c4ccc5c(c4)OCO5)nn23)cc1,-13.5%,.,-17.7%
CC1(C)CC(=O)c2cnn(-c3nc4ccccc4[nH]3)c2C1,-4.4%,-9.1%,?
CC(C)(C)C(=O)C(Cl)C(=O)Nc1ccccc1 (stereo unspecified),-14.1%,-23.7%,5.17µM*
CCOC(=O)c1cccc(NC(=O)/C=C/c2cccc([N+](=O)[O-])c2)c1,2.5%,26.7%,?
CCC(C(=O)Nc1c(C)cc(C)cc1C)N1CCCCCC1 (stereo unspecified),11.7%,1.3%,-16.8%
CC1CCc2c(sc3ncnc(N4CCOCC4)c23)C1 (stereo unspecified),0.2%,.,?
COc1ccc(C(=O)Nc2onc3c2CCCC3)cc1,2.0%,-4.4%,-28.1%
Cn1cc([N+](=O)[O-])c(C(=O)N/N=C/c2ccc([N+](=O)[O-])cc2)n1,-1.3%,-2.5%,-14.5%
Cc1ncc([N+](=O)[O-])n1Cc1cccc2ccccc12,-5.5%,1.0%,1.7%
C[C@H](CO)N1C[C@H](C)[C@@H](CN(C)C(=O)Nc2ccc(C(F)(F)F)cc2)Oc2ccc(NC(=O)NC3CCCCC3)cc2C1=O,-11.2%,-8.3%,-8.8%
O=C(O)c1ccc2c(c1)nnn2C1CCCCC1,6.1%,-8.1%,-10.8%
O=C(Cc1ccccc1)Nc1cc(C(=O)c2ccccc2)ccc1N1CCOCC1,-21.3%,-1.7%,-69.8%
O=C(CCC(=O)Nc1ccccc1)NNC(=O)CCc1ccccc1,-1.3%,-5.5%,-2.8%
CCOC(=O)N1CCC(NC(=O)C2CCC(Cn3c(=O)[nH]c4ccccc4c3=O)CC2)CC1 (stereo unspecified),-9.8%,.,-22.8%
CC(C)(OC(=O)NC(=O)C(F)(F)F)C(C)(C)OC(=O)NC(=O)C(F)(F)F,-7.5%,-10.7%,11.0%

# Next entries follow:
smiles,FEN1 inh,KAT2A inh,TDP1 cell CPT
Cc1ccc2c(c1)N(CC(=O)NCCCN1C(C)CCCC1C)C(=O)c1cccnc1O2 (stereo unspecified),2.4%,?,13.5%
CCCNC(=O)NC(C)C12CC3CC(CC(C3)C1)C2 (stereo unspecified),-10.6%,-5.4%,-27.9%
COC(=O)c1ccc(CSc2nnnn2C)o1,5.0%,0.3%,6.2%
CC(=O)c1cccc(N(C(=O)c2csnn2)C(C(=O)NC2CCCC2)c2ccccc2)c1 (stereo unspecified),-14.2%,-0.8%,-25.9%
CCCOc1ccc(N2C(=O)C3C(C(C)C)NC4(C(=O)c5ccccc5C4=O)C3C2=O)cc1 (stereo unspecified),-1.0%,-3.9%,-5.7%
CC(C)(C)C(=O)OC/C(N)=N/OC(=O)c1ccc(Cl)cc1,9.5%,0.5%,?
O=C(CN1CCOCC1)Nc1ccccc1C(=O)O,-6.9%,-1.4%,-15.4%
O=C(O)C1CCN1C1CCCCC1 (stereo unspecified),-2.3%,-1.3%,1.3%
CCOC(=O)Cc1nnc(Nc2cc(C)ccc2C)c2ccccc12,16.3%,4.1%,?
Brc1ccc[n+](CCc2ccccc2)c1,-17.6%,.,-6.6%
COc1ccccc1-n1c([S-])c(C(=O)Nc2ccccc2C(F)(F)F)[n+]2ccc(C(=O)NCCO)cc12,0.2%,-15.3%,?
Cc1ccc(-c2noc(-c3ccccc3NC(=O)C3CC(=O)N(c4ccc(C)cc4)C3)n2)cc1 (stereo unspecified),-15.8%,-0.8%,-13.7%
O=S(=O)(c1cc(Cl)ccc1Br)N1CCCCC1,5.4%,-0.3%,?
O=C(COC(=O)c1cnccn1)Nc1cccc(F)c1,-1.0%,-2.2%,-9.2%
COCCn1nnnc1C(c1ccccc1OC)N1CCN(C(=O)c2ccco2)CC1 (stereo unspecified),1.3%,-0.5%,5.7%
CC(=O)c1ccc(NC(=O)c2ccc3c(=O)n4c(nc3c2)CCCCC4)cc1,-5.2%,-4.0%,?
CCc1ccc(NS(=O)(=O)c2ccc3[nH]cc(C(=O)N(C)Cc4ccco4)c(=O)c3c2)cc1,-20.7%&9.0%,?,?
CC(=O)Oc1ccc2c(c1)C(=O)c1ccccc1CO2,-9.8%,-12.1%,-1.4%
O=C(c1ccc(F)cc1)n1nc(-c2ccccc2)nc1NCc1ccco1,4.8%,-3.4%,.
N#CCCN(C(=O)COc1ccc(C#N)cc1)c1ccc(F)cc1,2.6%,1.3%,-16.1%
Nc1[nH]c(=S)nc2nnsc12,-32.3%,.,11.2µM*

# Profiles, quoted from the list. Screens in order: FEN1 inh	KAT2A inh	TDP1 cell CPT
# `O=C(O)C1CCN1C1CCCCC1` (stereo unspecified) in the list: -2.3%	-1.3%	1.3%
# `Brc1ccc[n+](CCc2ccccc2)c1` in the list: -17.6%	.	-6.6%
